HCMV antiviral = qHTS Assay for inhibitors of the human cytomegalovirus (HCMV) | activity change, negative = inhibition, % at 57.5 µM | AID 1259415, 2018 | 410,000 compounds, 4.5% hits | HFF cells, HCMV-luciferase reporter, 72 h; stronger effect = lower value; in the data active = activity change below about -60%; inconclusive = no clear call, values can overlap the other calls; inactive = above about -39%
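Inhibition of viral replication was scored as loss of reporter luminescence in HFFs infected with HCMV-luciferase (MOI 1 PFU/cell) for 72 h; compounds tested at 2 doses, normalized to buffer and Salinomycin controls.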
Sm TGR inh = qHTS Assay for the Inhibitors of Schistosoma Mansoni Peroxiredoxins. Schistosoma mansoni thioredoxin glutathione reductase (TGR), Q962Y6. purified TGR, DTNB reduction, TNB absorbance 405 nm. Potency, µM (series often up to 114 µM), without a hit: at the highest dose activity change, negative = inhibition, actives largely listed as inhibitors. 360,000 compounds, 3% hits. AID 485364, 2010; also: potency is read from the fitted curve at half-maximal effect; nearly all actives have a fitted effect of over 60% in size
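Kinetic colorimetric format: TGR-catalysed, NADPH-driven DTNB reduction monitored via TNB absorbance. Enzyme dispensed at 20 nM; compound exposure 15 min at room temperature before reaction start.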
FBPA Giardia inh = qHTS Assay for Inhibitors of Fructose-1,6-bisphosphate Aldolase from Giardia Lamblia. Potency, µM (titrated, usually from 59.6 µM), for inactives: at the top dose activity, negative = inhibition, actives largely listed as inhibitors. A8B2U2. 290,000 compounds, 0.71% hits. purified Giardia FBPA. AID 2451, 2010; also: potency is read from the fitted curve at half-maximal effect; nearly all actives have a fitted effect of over 55% in size
Target sequence (A8B2U2 whole entry, looked up): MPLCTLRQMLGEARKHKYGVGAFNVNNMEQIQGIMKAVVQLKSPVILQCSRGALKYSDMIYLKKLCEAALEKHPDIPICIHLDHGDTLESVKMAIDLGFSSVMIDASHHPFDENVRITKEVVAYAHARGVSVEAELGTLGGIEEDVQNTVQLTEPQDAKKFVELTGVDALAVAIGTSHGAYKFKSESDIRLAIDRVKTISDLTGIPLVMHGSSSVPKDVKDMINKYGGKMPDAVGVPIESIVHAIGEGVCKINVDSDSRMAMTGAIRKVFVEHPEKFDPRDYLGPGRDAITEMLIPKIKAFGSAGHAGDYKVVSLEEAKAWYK
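Giardia FBPA (40 nM reagent) was preincubated 10 min at RT with compound (up to 57.5 uM final), then substrate plus GAPDH/TPI/NAD/arsenate coupling system with diaphorase/resazurin was added; resorufin fluorescence (525/598 nm) was read after 20 min.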
AmpC no deterg = qHTS Inhibitors of AmpC Beta-Lactamase (assay without detergent); AmpC nitrocefin hydrolysis, absorbance 480 nm, 0.0001% Triton; Potency, µM (highest dose often 57.1 µM), without a hit: at the top dose activity change, negative = inhibition, usual class: inhibitors; 330,000 compounds, 0.52% hits; AID 485341, 2010;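 also: potency is read from the fitted curve at half-maximal effect; plate controls were no compound for no effect and no enzyme for full effect; nearly all actives have a fitted effect of over 20% in size; some results filed as inactive show a strong effect at the top dose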
Target sequence (P00811 whole entry, looked up): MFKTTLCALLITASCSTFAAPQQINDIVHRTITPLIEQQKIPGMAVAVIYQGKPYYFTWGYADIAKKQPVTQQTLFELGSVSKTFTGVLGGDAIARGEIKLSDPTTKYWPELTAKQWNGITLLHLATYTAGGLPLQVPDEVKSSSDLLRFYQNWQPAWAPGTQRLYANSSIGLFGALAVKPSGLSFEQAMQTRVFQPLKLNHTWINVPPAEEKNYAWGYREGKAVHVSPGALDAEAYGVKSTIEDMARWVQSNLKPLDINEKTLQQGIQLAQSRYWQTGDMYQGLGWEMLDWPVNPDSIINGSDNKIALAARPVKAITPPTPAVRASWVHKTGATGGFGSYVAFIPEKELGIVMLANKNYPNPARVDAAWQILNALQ
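AmpC (5.3 nM in the dispensed reagent) in 20 mM phosphate pH 7.0 with 0.01% (detergent screen) or 0.0001% Triton X-100 was preincubated with compounds for 15 min at room temperature. Nitrocefin was then added from an 800 uM solution, and hydrolysis was followed at 480 nm.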
HCV inhibitor = qHTS Assay for Inhibitors of Hepatitis C Virus (HCV); Huh7.5.1 HCVcc-Cre infection, luciferase reporter, 44 h; Potency, µM (top dose mostly 41.8 µM), without a hit: at the top dose activity change, negative = inhibition, most hits filed as inhibitors; 340,000 compounds, 3.4% hits; also: potency is read from the fitted curve at half-maximal effect
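Infectious HCV cell culture screen: compound-treated cells (1,000/well, pre-plated 4 h) are infected with HCVcc-Cre at roughly 0.5 moi and grown 44 h. Infection is quantified by luciferase signal after 15 min substrate incubation at room temperature.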
AmpC detergent = qHTS Inhibitors of AmpC Beta-Lactamase (assay with detergent) | P00811 | AmpC hydrolysis of nitrocefin, absorbance 480 nm, 0.01% Triton | Potency, µM (doses to about 114 µM), for inactives: top-dose activity change, negative = inhibition, actives largely listed as inhibitors | 370,000 compounds, 0.041% hits;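 also: potency is read from the fitted curve at half-maximal effect; 0% = no-compound wells and -100% = no-enzyme wells; nearly all actives have a fitted effect of over 25% in size; some results filed as inactive show a strong effect at the top dose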
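20 mM phosphate pH 7.0 + 0.01% (detergent screen) or 0.0001% Triton X-100; 5.3 nM AmpC reagent; cpd preinc 15 min RT; nitrocefin (800 uM stock) to start; A480 q20 s × 4 min; Activity was normalised to no-enzyme and no-compound control wells.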
The depositor's hits bear a star; ? = inconclusive; / = no result given; & = joins results of further samples; [ ] = another dose, or the depositor's remark. Unless noted, calls follow the shape of the dose curve; as a rule, active = well fitted curve in the direction sought with a large enough effect; inconclusive = small, poorly fitted or top-dose-only effect, or another doubt; inactive = no such curve, though single readings can be large; an effect the other way counts as inactive or inconclusive. Unless noted, % is scaled to controls: 0 for no effect and ±100 for the full control effect.

SMILES,HCMV antiviral,Sm TGR inh,FBPA Giardia inh,AmpC no deterg,HCV inhibitor,AmpC detergent
CCOC(=O)CSc1nnc(CNc2ccc(Cl)cc2)n1-c1ccccc1,12,-11%,?,83%[activator],7%,-11%
CCN(C(=O)c1cn(-c2cccc(OC)c2)c(=O)c2ccccc12)c1ccccc1C,-70*,6%,/,/,/,12%
Cc1coc2c1C(=O)C(=O)c1c-2ccc2c(C)cccc12,/,8.9µM*,1.3µM*,-59%,3%,-1%
O=C(CCN1C(=O)/C(=C/c2ccc(F)cc2)SC1=S)NNC(=O)c1ccncc1,-21,10%,5%,-18%,-6%,-1%
O=C(CSc1nc2c(sc3ccccc32)c(=O)n1CCO)NCc1ccco1,-21,-3%,3%,-26%,4%,-1%
CCN1CCN(C(=O)c2cc3cc(F)ccc3[nH]2)CC1,52,-25%,-6%,-2%,22%,8%
CCN(CC)C(=O)C(=O)c1cccn1-c1ccc(C#N)cc1,0,4%,0%,-19%,11%,-4%
CCCCn1c(O)c(C=NCc2ccc3c(c2)OCO3)c(=O)[nH]c1=O,27,-26%,3%,-6%,-13%,3%
S=c1[nH]nc(-c2cccnc2)n1Cc1ccccc1,17,5%,-3%,-29%,7%,-2%
O=C(NCC(c1cccs1)S(=O)(=O)c1cccs1)c1ccc(F)c(F)c1 (centres undefined),-15,?,/,/,/,2%
CC12COC3(C(=O)NCCc4ccccc4)CC1CCC32C (centres undefined),0,-2%,3%,-10%,-13%,-11%
Nc1ccc2c(c1)oc1ccccc12,113,4%,0%,-2%,2%,0%
CCCn1c(N)c(C(=O)CSc2nnc(N)s2)c(=O)[nH]c1=O,7,-2%,/,-18%,-4%,-8%
COc1ccc(/C=C/CN2CCCC(C(=O)c3cc(F)ccc3F)C2)cc1 (centres undefined),44,0%,2%,25%,?,5%
Cc1ccccc1NC(=O)c1c(NC(=O)c2ccco2)sc2c1CCC(C(C)(C)C)C2 (centres undefined),-7,0%,/,/,/,8%
COc1cc(C2CC(=O)Oc3c(C(CCN4CCN(c5ccccc5)CC4)c4ccc(N(C)C)cc4)c(OC)cc(OC)c32)cc(OC)c1OC (centres undefined),10,7%,-6%&-5%,208%[activator],-6%,0%
Cc1ccc(-c2noc(-c3ccc(N4CCC(C)CC4)c([N+](=O)[O-])c3)n2)cc1,8,-10%,/,/,/,24%
COc1cc(C2SCC(=O)Nc3c2c(=O)[nH]n3C2CCCCCC2)cc(OC)c1OC (centres undefined),-5,-13%,0%,48%,-7%,-2%
CCOC(=O)c1sc(-c2ccccc2)nc1C,-37,-5%,1%,-9%,6%,?
COC(=O)c1cc(=O)n2c(-c3ccccc3)csc2n1,-17,-21%,-4%,-4%,2%,-8%

A draw from above in order of formula weight, rising.
SMILES,HCMV antiviral,Sm TGR inh,FBPA Giardia inh,AmpC no deterg,HCV inhibitor,AmpC detergent
CCN1CCN(C(=O)c2cc3cc(F)ccc3[nH]2)CC1,52,-25%,-6%,-2%,22%,8%
COC(=O)c1cc(=O)n2c(-c3ccccc3)csc2n1,-17,-21%,-4%,-4%,2%,-8%
CCN(CC)C(=O)C(=O)c1cccn1-c1ccc(C#N)cc1,0,4%,0%,-19%,11%,-4%
CCCn1c(N)c(C(=O)CSc2nnc(N)s2)c(=O)[nH]c1=O,7,-2%,/,-18%,-4%,-8%
COc1ccc(/C=C/CN2CCCC(C(=O)c3cc(F)ccc3F)C2)cc1 (centres undefined),44,0%,2%,25%,?,5%
Cc1ccc(-c2noc(-c3ccc(N4CCC(C)CC4)c([N+](=O)[O-])c3)n2)cc1,8,-10%,/,/,/,24%
CCOC(=O)CSc1nnc(CNc2ccc(Cl)cc2)n1-c1ccccc1,12,-11%,?,83%[activator],7%,-11%
O=C(NCC(c1cccs1)S(=O)(=O)c1cccs1)c1ccc(F)c(F)c1 (centres undefined),-15,?,/,/,/,2%
O=C(CCN1C(=O)/C(=C/c2ccc(F)cc2)SC1=S)NNC(=O)c1ccncc1,-21,10%,5%,-18%,-6%,-1%
Cc1ccccc1NC(=O)c1c(NC(=O)c2ccco2)sc2c1CCC(C(C)(C)C)C2 (centres undefined),-7,0%,/,/,/,8%
COc1cc(C2SCC(=O)Nc3c2c(=O)[nH]n3C2CCCCCC2)cc(OC)c1OC (centres undefined),-5,-13%,0%,48%,-7%,-2%

Carrying on.
SMILES,HCMV antiviral,Sm TGR inh,FBPA Giardia inh,AmpC no deterg,HCV inhibitor,AmpC detergent
c1ccc(-c2nnn(C34CC5CC(CC(C5)C3)C4)n2)cc1,4,-30%,5%,-16%,-9%,-6%
CCC(C)(C)C1CCC2(CC1)NC(=O)N(CC(=O)N(C)Cc1ccc3c(c1)OCCO3)C2=O (centres undefined),?,-9%,/,-17%,13µM*,2%
COc1ccc(OC)c(NC(=O)c2c(NCc3ccc(C)o3)sc3c2CCCCC3)c1,-33,3.5µM*,/,/,/,2%
NC(=O)CSc1nc(-c2ccccc2)nc2ccccc12,-9,-6%,1%,-16%,?,2%
NS(=O)(=O)c1cc2c(cc1Cl)NC(Cc1ccccc1)NS2(=O)=O (centres undefined),14,-18%,-7%,-24%,2%,-4%
COc1ccccc1C(=O)N(CCN(C)C)c1nc2cc(C)cc(C)c2s1,-21,6%,-3%,143%[activator],-14%,2%
CCOC(=O)NC(=O)CSc1ccccn1,-22,0%,-2%,-2%,20%,-13%
COc1ccc(CCN(C)C(=O)CN2C(=O)NC3(CCCCCC3)C2=O)cc1OC,22,3%,/,-5%,-5%,-10%
COc1ccc(CCn2c(O)c(C=Nc3ccc(NC(C)=O)cc3)c(=O)[nH]c2=O)cc1OC,34,-1%,4%,-10%,11%,0%
CCOC(=O)Cc1c(C)c2ccc(N(CC)CC)cc2oc1=O,16,-5%,-15%,34%,10µM*,-4%
Nc1nonc1-c1noc(CCCN2C(=O)c3ccccc3C2=O)n1,12,-15%,6%,-10%,4%,?
Cc1c(NC(=O)COC(=O)CSc2ccc(C(N)=O)cc2[N+](=O)[O-])c(=O)n(-c2ccccc2)n1C,14,3%,/,18%,4%,-7%
C[C@@H](CC#N)CN1CC[C@H](C(C)(C)C)CCC1=O,-16,-1%,?,2%,4%,-11%
Cc1ccc(OCCCC(=O)N(C)CC(=O)Nc2ccccc2Cl)cc1,-13,-7%,/,26%,-4%,-11%
COc1ccc(N2CCN(C(=O)CC34CC5CC(CC(C5)C3)C4)CC2)c([N+](=O)[O-])c1,-15,7%,0%,-1%,?,-7%
CCn1c(=O)cc(OCC(=O)NCCC(C)C)c2ccccc21,39,3%,0%,-4%,-7%,-13%
CN(c1ccc(O)cc1)c1nc(-c2ccccc2)cs1,12,-3%,-4%,-45%,-30%,-4%
CCOc1ccc(CN2CCN(Cc3[nH]c4ccccc4c3C)CC2CCO)cc1 (centres undefined),95,-15%[57.1 µM],0%,195%[activator],?,0%
COC(=O)c1sc2nc(CN3CCN(c4ccc(OC)cc4)CC3)[nH]c(=O)c2c1C,-80*,-7%,-15%,-8%,8%,?
N#C/C(=C\c1ccc[nH]1)C(=O)Nc1ccccc1F,143,-23%,/,-11%,3%,-5%

Going on with the list.
SMILES,HCMV antiviral,Sm TGR inh,FBPA Giardia inh,AmpC no deterg,HCV inhibitor,AmpC detergent
O=C(O)C1CCCCC1C(=O)Nc1ccccc1Cl (centres undefined),9,-21%,4%,-18%,13%,-7%
CC(=O)N1CN2CN(C(C)=O)CC(C(=O)c3ccccc3)(C2)C1,-20,11%,20%,-4%,28%,0%
Cc1cccc(C(=O)OCC(=O)c2ccc3c(c2)NC(=O)CO3)c1,-4,/,/,-14%,-29%,/
Cc1cccc(-n2c(SCC(=O)Nc3ccc4c(c3)OCO4)nnc2-c2ccoc2C)c1,2,-1%,5%,-3%,-4%,-1%
CCN(c1ccc(OC)cc1)S(=O)(=O)c1nnc(NC(=O)C2CCCCC2)s1,3,-15%,/,-13%,17%,5%
COc1ccc(CN(C)C(=O)c2ccc(NS(=O)(=O)c3ccc(F)cc3)cc2)c(OC)c1OC,1,-14%,/,-18%,-28%,-2%
Cc1c(NC(=O)c2cccc(NC(=O)Cc3ccc(F)cc3)c2)c(=O)n(-c2ccccc2)n1C,-14,-3%,/,-41%,7%,4%
Nc1c(N(CCC2=CCCCC2)C(=O)Cc2ccc(F)cc2)c(=O)[nH]c(=O)n1Cc1ccccc1,-16,0%,/,-19%,?,-20%
Cc1nn(-c2ccccc2)c(Cl)c1CN(C(=O)CCl)c1ccc(Cl)cc1,-99*,2µM*,3%,52%,10µM*,?
Cc1ccccc1-n1c(C)n[nH]c1=S,-18,2%,-24%,-29%,27%,?
CC(=O)N1CCOc2ccc(S(=O)(=O)N3CCC(C(=O)NCc4ccc(C)cc4)CC3)cc21,-31,-15%,-4%,85%[activator],-6%,-5%
O=C(CCc1nc2cccnc2n1Cc1ccccc1)NCCc1ccc(Cl)cc1,-2,-29%,-3%,90%[activator],?,?
COc1ccc(NC(=O)CCCc2ccc(OC)c(C)c2)cc1,-16,1%,0%,-23%,-11%,-5%
COc1ccc(CNC(=O)Cc2c(C)c3cc4c(C)coc4c(C)c3oc2=O)cc1,35,0%,/,/,/,12%
CC(C)COc1ccc(/C=C2/Sc3ccccc3C2=O)cc1,24,-14%,-9%,-18%,16%,-13%
O=[N+]([O-])c1cccc(-c2nc(N3CCOCC3)c3ccccc3n2)c1,/,/,-8%,1%,/,-8%
Cc1ccc(N2CC(C)Cn3c2nc2c3c(=O)n(CC(=O)OCc3ccccc3)c(=O)n2C)cc1C (centres undefined),33,-10%,0%,1%,16%&-27%,-11%
CN(C)CCCNS(=O)(=O)c1ccc(N2CCC(c3ccc(Cl)cc3)=N2)cc1,-102*,?,9%,225%[activator],4µM*,-3%
CC(=O)COc1ncn(-c2ccccc2)n1,-17,-3%,3%,2%,7%,-6%
FC(F)(F)c1cnc(N2CCSCC2)c(Cl)c1,-5,3%,2%,-16%,7%,6%
Cc1ccc(-n2c(=S)sc3c(=O)n(-c4ccccc4F)c(SCC(=O)O)nc32)cc1C,-36,9%,6%,-16%,13%,-1%
O=C1NC(C(F)(F)F)(C(F)(F)F)N=C2SC=CN12,14,-2%,2%,-11%,9%,2%
Cc1ccc(CNC(=O)c2ccc3c(=O)n(-c4ccccc4)c(=O)[nH]c3c2)cc1,3,2%,/,/,/,6%

Screens as filed in PubChem.
